# High-throughput results: PubChem BioAssay, National Center for Advancing Translational Sciences (NCATS)
# N370S GC: inhibitors or activators of N370S glucocerebrosidase for Gaucher disease; N370S GC spleen homogenate, 4MU-glucoside fluorescence; Potency, µM (highest dose often 59.4 µM), for the others: at the top dose activity change, negative = inhibition, usual class: inhibitors; actives 0.092% (n = 330,000);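 note: 0% = full enzyme activity and -100% = no enzyme basal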
# TDP1 inh: inhibitors of human tyrosyl-DNA phosphodiesterase TDP1 | recombinant TDP1, AlphaScreen DNA substrate cleavage | Potency, µM (titrated, usually from 130 µM), for the others: at the highest dose activity change, negative = inhibition, most hits filed as inhibitors | actives 0.28% (n = 350,000); note: nearly all actives have a fitted effect of over 40% in size
# Target sequence (Q9NUW8 whole entry, looked up): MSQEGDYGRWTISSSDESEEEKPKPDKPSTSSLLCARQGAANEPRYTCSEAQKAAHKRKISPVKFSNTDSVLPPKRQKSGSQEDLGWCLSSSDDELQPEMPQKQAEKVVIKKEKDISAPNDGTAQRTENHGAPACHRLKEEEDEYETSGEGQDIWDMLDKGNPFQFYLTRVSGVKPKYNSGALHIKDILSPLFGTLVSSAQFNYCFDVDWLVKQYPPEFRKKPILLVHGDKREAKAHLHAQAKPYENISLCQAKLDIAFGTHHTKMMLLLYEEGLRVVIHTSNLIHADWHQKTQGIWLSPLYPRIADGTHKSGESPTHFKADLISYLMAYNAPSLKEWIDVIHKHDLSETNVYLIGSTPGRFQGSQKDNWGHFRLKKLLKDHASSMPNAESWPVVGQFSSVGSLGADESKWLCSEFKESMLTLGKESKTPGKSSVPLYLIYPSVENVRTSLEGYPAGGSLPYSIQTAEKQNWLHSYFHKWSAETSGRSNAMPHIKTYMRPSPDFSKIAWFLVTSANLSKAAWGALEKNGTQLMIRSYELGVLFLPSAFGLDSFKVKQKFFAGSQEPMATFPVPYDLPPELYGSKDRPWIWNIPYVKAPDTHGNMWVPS
#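 Signal: AlphaScreen proximity between streptavidin donor and anti-FITC acceptor beads on intact substrate. Reaction: Tdp1 1 nM, substrate 15 nM final, 5 min RT after 15 min compound preincubation.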
# FEN1 inh: human FEN1 inhibition | actives 0.35% (n = 390,000) | Recombinant FEN1 flap cleavage, fluorescence, 15 min | Potency, µM (highest dose often 114 µM), for the others: at the top dose activity change, negative = inhibition, usual class: inhibitors | P39748; note: nearly all actives have a fitted effect of over 65% in size
#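 Reaction started by adding substrate (50 nM final) to 10 nM enzyme after 15 min room-temperature compound preincubation. Reads at 0 and 15 min, with data normalized and fitted to a four-parameter Hill equation.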
# * marks the source's active call; other numbers are inactive results; u = inconclusive; x = not tested or not shown; & = joins results of further samples; [ ] = remark or other dose. Calls come from the whole dose curve; as a rule, active = well fitted curve in the direction sought with a large enough effect; inconclusive = small, poorly fitted or top-dose-only effect, or another doubt; inactive = no such curve, though single readings can be large; an effect the other way counts as inactive or inconclusive. Unless noted, % is set by controls: 0 for no effect and ±100 for the full control effect; potency is the fitted concentration of half-maximal effect.
[1] CCCCc1c(C)c2ccc(OC)c(/C(C)=N\O)c2oc1=O
[2] CC1CCC(NC(=O)c2ccc(N3CCCC3=O)cc2)CC1 (stereo not given)
[3] CCOc1ccc(OCC)c(NC(=O)c2cc(-c3cccs3)nc3ccccc23)c1
[4] CC1CCCCN1CCNC(=O)C1CC(=O)N(c2ccc(F)c(Cl)c2)C1 (stereo not given)
[5] Cc1ccc(N2CC(C(=O)OCC(=O)Nc3cccc(Cl)c3C)CC2=O)cc1 (stereo not given)
[6] CCc1ccccc1NC(=O)COc1ccc2c(c1)OCO2

Assay by compound	1	2	3	4	5	6
N370S GC	-5.3%	10.1%	x	2.4%	-11.8%	7.5%
TDP1 inh	4.0%	-0.9%	8.8%	2.3%	0.5%[0.505 µM]	0.0%
FEN1 inh	-6.7%	1.3%	19.8%	0.2%	-2.2%	4.6%

[7] CCOc1ccc(-c2nnc(-c3cccnc3)o2)cc1OCC
[8] CC(=O)c1ccc(NC(=O)Nc2ncn(Cc3cccc(C)c3)n2)cc1
[9] Cc1cccc(NC(=O)CNC(=O)CN2CCN(C)CC2)c1C
[10] Cc1cccc(OCCCN2CCOCC2)c1
[11] CCOC(=O)Cn1c(-c2ccc(OC)cc2)c(-c2ccc(OC)cc2)nnc1=O
[12] CC(NC(=O)COc1ccc(Br)cc1)C(=O)O (stereo not given)

Assay by compound	7	8	9	10	11	12
N370S GC	-1.8%	10.7%	x	3.2%	-22.2%	4.5%
TDP1 inh	0.0%	5.6%[56.1 µM]	-0.7%	x	4.7%	0.0%
FEN1 inh	1.2%	-1.9%	-4.6%	2.9%	-9.8%	12.2%

[13] Cc1cc(NC(=O)COC(=O)C2=NN(c3ccccc3)C(=O)CC2)c([N+](=O)[O-])cc1C
[14] CCSc1ccc(-c2ccc(C)cc2)nn1
[15] O=C1CCCCCC1C1(O)C(=O)Nc2ccccc21 (stereo not given)
[16] CCOc1ccc(NC(=O)COc2ccc(C(=O)NC(C)c3ccc(S(N)(=O)=O)cc3)cc2OC)cc1 (stereo not given)
[17] Fc1cccc(Nc2nc(-c3ccncc3)nc3ccccc23)c1
[18] Cc1ccc(CS(=O)(=O)c2ncc(Cl)c(C(=O)Nc3ccc(OC(F)F)cc3)n2)cc1

Assay by compound	13	14	15	16	17	18
N370S GC	x	-20.8%	-6.4%	-5.0%	3.2%	-13.6%
TDP1 inh	3.3%	-1.2%	3.3%	x	5.5%	3.3%
FEN1 inh	11.2%	0.7%	-7.8%	-12.3%	12.2%	2.8%

[19] CC(C)(C)OC(=O)NCCCCCC(=O)N/N=C/c1coc2ccccc2c1=O
[20] CCN(C(=O)COC(=O)C1=COCCO1)c1ccccc1
[21] CCOC(=O)N1CCC(NC(=O)c2cc(COc3ccccc3SC)on2)CC1
[22] CC1COc2ccccc2N1C(=O)c1cccnc1Cl (stereo not given)
[23] CCC(C)(C)NC(=O)C(c1ccncc1)N(C(=O)Cn1nnc2ccccc21)c1cc2c(cc1C(C)=O)OCO2 (stereo not given)
[24] Cc1csc(SCC(=O)N2CCCC2)n1

Assay by compound	19	20	21	22	23	24
N370S GC	1.9%	x	-4.7%	14.8%	2.0%	1.6%
TDP1 inh	4.1%	3.0%	2.4%[56.1 µM]	2.5%	0.0%	0.0%
FEN1 inh	18.0%	-2.6%	2.0%	0.0%	15.3%	2.4%

# Seven consecutive entries out of the list so far:
[18] Cc1ccc(CS(=O)(=O)c2ncc(Cl)c(C(=O)Nc3ccc(OC(F)F)cc3)n2)cc1
[19] CC(C)(C)OC(=O)NCCCCCC(=O)N/N=C/c1coc2ccccc2c1=O
[20] CCN(C(=O)COC(=O)C1=COCCO1)c1ccccc1
[21] CCOC(=O)N1CCC(NC(=O)c2cc(COc3ccccc3SC)on2)CC1
[22] CC1COc2ccccc2N1C(=O)c1cccnc1Cl (stereo not given)
[23] CCC(C)(C)NC(=O)C(c1ccncc1)N(C(=O)Cn1nnc2ccccc21)c1cc2c(cc1C(C)=O)OCO2 (stereo not given)
[24] Cc1csc(SCC(=O)N2CCCC2)n1

Assay by compound	18	19	20	21	22	23	24
N370S GC	-13.6%	1.9%	x	-4.7%	14.8%	2.0%	1.6%
TDP1 inh	3.3%	4.1%	3.0%	2.4%[56.1 µM]	2.5%	0.0%	0.0%
FEN1 inh	2.8%	18.0%	-2.6%	2.0%	0.0%	15.3%	2.4%

# (next part)
[25] C/C(N)=C(/C#N)C(=O)COC(=O)c1cc2c(s1)CCCC2
[26] Cc1cc(Nc2ccc(Br)cc2)n2nc(-c3ccccc3C)nc2n1
[27] O=C(C1COc2ccccc2O1)N1CCN(c2ccccn2)CC1 (stereo not given)
[28] O=C(CNC(=S)N(CCCN1CCOCC1)Cc1cccs1)N1CCCC1
[29] Nc1c2c(=O)oc(-c3ccccc3)cc2nn1-c1ccccc1
[30] CCC(=O)NNc1nc2c(C)c(C)ccc2s1

Assay by compound	25	26	27	28	29	30
N370S GC	-1.9%	x	1.8%	-4.9%	24.0%	-3.7%
TDP1 inh	-3.5%	4.7%	-10.7%[0.505 µM]	-1.2%	1.0%	-1.2%
FEN1 inh	-5.5%	-16.6%	-4.1%	-2.0%	-22.7%	-3.7%

[31] Cn1cnnc1SCC(=O)c1ccc2c(c1)CCCC2
[32] CCOc1cc(CNc2ccc3cn[nH]c3c2)ccc1OC
[33] O=C(NCc1ccccc1)c1ccc(-c2ccccc2F)o1
[34] CCOC(=O)c1c(-c2ccc(C)s2)csc1NC(=O)c1cccs1
[35] CCCCNS(=O)(=O)c1ccc2nc(NC(=O)c3cccnc3)sc2c1
[36] CC(C)=CCN1CCN(Cc2cccc3c2OCO3)CC1CCO (stereo not given)

Assay by compound	31	32	33	34	35	36
N370S GC	-3.9%	1.5%	14.7%	18.9%	x	1.1%
TDP1 inh	-2.1%	5.3%	3.3%	0.0%	0.0%	-3.6%
FEN1 inh	-0.4%	35.5µM*	-0.5%	0.2%	-9.9%	2.1%

37	Cc1ccc(CNC(=O)C2CCN(S(=O)(=O)N3CCCCC3)CC2)cc1
  N370S GC: -1.8%
  TDP1 inh: 0.0%&5.2%
  FEN1 inh: -6.5%&2.0%

38	CCc1ccc(NC(=O)CNC(=O)[C@@H]2Cc3ccccc3CN2)cc1
  N370S GC: -0.3%
  TDP1 inh: 4.3%
  FEN1 inh: 20.3%

39	COc1ccccc1C(=O)Nc1nc2nc(C)cc(=O)n2[nH]1
  N370S GC: x
  TDP1 inh: 2.3%
  FEN1 inh: -0.6%

40	Cc1cc2nc(-c3cccc(NC(=O)c4cccc5ccccc45)c3)oc2cc1C
  N370S GC: x
  TDP1 inh: 6.6%[12.3 µM]
  FEN1 inh: -3.9%

41	O=C(NCCN1CCOCC1)c1cc(-c2ccccc2Cl)nc2ccccc12
  N370S GC: -5.8%
  TDP1 inh: 4.4%
  FEN1 inh: 4.7%

42	C/C(=N\Oc1cccc(F)n1)c1ccc(Cl)cc1Cl
  N370S GC: -9.4%
  TDP1 inh: -9.8%
  FEN1 inh: 9.0%

43	CC1=[N+]([O-])C(C)(C)CC(C)(C)c2ccccc21
  N370S GC: 0.3%
  TDP1 inh: 2.6%
  FEN1 inh: 0.8%

44	C#Cc1ccc([C@H]2C=C(C(=O)N3CCN(Cc4ccc5c(c4)OCO5)CC3)O[C@@H](OCc3ccc(CO)cc3)C2)cc1
  N370S GC: -25.7%
  TDP1 inh: 5.1%
  FEN1 inh: -22.7%

45	COc1ccccc1C(=O)NNC(=S)NC(=O)c1cccs1
  N370S GC: -3.1%
  TDP1 inh: 3.2%
  FEN1 inh: x

46	CC(=O)Nc1ccc(C(=O)OCc2ccc(F)cc2)cc1
  N370S GC: 9.9%
  TDP1 inh: 3.6%
  FEN1 inh: -15.2%

47	COc1ccc(C(C(=O)NC(C)(C)C)N(Cc2ccccc2)C(=O)CCC(=O)Nc2cc(C)on2)cc1 (stereo not given)
  N370S GC: -4.1%
  TDP1 inh: -2.5%
  FEN1 inh: 1.1%

48	Cc1oc(-c2ccc(Cl)cc2)nc1CS(=O)CC(=O)NCCN1CCCCCC1 (stereo not given)
  N370S GC: -4.7%
  TDP1 inh: 3.6%
  FEN1 inh: -7.2%

49	Cc1cc2n(n1)C(c1c[nH]c3ccccc13)Nc1ccccc1-2 (stereo not given)
  N370S GC: 10.2%
  TDP1 inh: 5.3%
  FEN1 inh: u

50	O=C(c1cc(COc2ccc3ncccc3c2)on1)N1CCCCCC1
  N370S GC: -10.4%
  TDP1 inh: 0.0%
  FEN1 inh: 3.7%

51	CC1CCN(C(=O)CSC2=NS(=O)(=O)c3cc(F)ccc3N2)CC1
  N370S GC: -16.3%
  TDP1 inh: 3.3%
  FEN1 inh: -4.5%

# Entries of single compounds, looked up by structure. Order of screens: N370S GC | TDP1 inh | FEN1 inh
# CC1CCC(NC(=O)c2ccc(N3CCCC3=O)cc2)CC1 (stereo not given) reads 10.1% | -0.9% | 1.3%
# Cc1oc(-c2ccc(Cl)cc2)nc1CS(=O)CC(=O)NCCN1CCCCCC1 (stereo not given) reads -4.7% | 3.6% | -7.2%
# CC(C)(C)OC(=O)NCCCCCC(=O)N/N=C/c1coc2ccccc2c1=O reads 1.9% | 4.1% | 18.0%
# CC1CCN(C(=O)CSC2=NS(=O)(=O)c3cc(F)ccc3N2)CC1 reads -16.3% | 3.3% | -4.5%
# O=C(NCc1ccccc1)c1ccc(-c2ccccc2F)o1 reads 14.7% | 3.3% | -0.5%

# Next part:
52	O=C(NCC1COc2ccccc2O1)c1ccc(Br)s1 (stereo not given)
  N370S GC: 12.8%
  TDP1 inh: x
  FEN1 inh: 7.1%

53	OC1(c2cccc(C(F)(F)F)c2)CCN(Cc2nnnn2Cc2ccccc2)CC1
  N370S GC: -17.3%
  TDP1 inh: 2.4%
  FEN1 inh: -5.3%

54	COCCCN1C(=O)C(=O)/C(=C(/O)c2ccc(S(=O)(=O)N3CCOCC3)cc2)C1c1ccc(F)cc1 (stereo not given)
  N370S GC: 0.6%
  TDP1 inh: 2.0%
  FEN1 inh: -0.7%

55	Cc1cc(C)nc(NS(=O)(=O)c2ccc(NC(=O)Cn3c(=O)oc4ccccc43)cc2)n1
  N370S GC: -1.3%
  TDP1 inh: 1.0%
  FEN1 inh: -1.2%

56	Cc1onc(-c2ccccc2)c1C(=O)NCc1cccnc1
  N370S GC: -16.8%
  TDP1 inh: 6.6%
  FEN1 inh: -12.7%

57	Cc1cc(C(=O)NCCCc2ccccc2)no1
  N370S GC: -16.4%
  TDP1 inh: 2.3%
  FEN1 inh: -2.3%

58	Cc1ccccc1/C(N)=N/O
  N370S GC: 8.8%
  TDP1 inh: 5.5%
  FEN1 inh: -8.8%

59	O=c1[nH]c(SCc2ccccc2Cl)nc2c1CCCC2
  N370S GC: 1.1%
  TDP1 inh: 7.8%
  FEN1 inh: -5.2%

60	COc1cc(NC(=O)[C@H]2CSCN2C(=O)[C@@H]2CCC(=O)N2)cc(OC)c1OC
  N370S GC: 9.5%
  TDP1 inh: 3.4%
  FEN1 inh: 29.7%
